Bioassay records deposited in PubChem BioAssay by National Center for Advancing Translational Sciences (NCATS).
TRb-SRC2 inh: TRbeta-SRC2 interaction inhibition; P10828; TRbeta-SRC2 peptide binding, fluorescence polarization; receptor liganded with 1 µM T3; Potency, µM (doses to about 106 µM), without a hit: top-dose activity change, negative = inhibition, most hits filed as inhibitors; hit rate 0.065% among 280,000; AID 1469;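 further: plate controls were bound peptide for no effect and peptide without receptor for full effect; nearly all actives have a fitted effect of over 50% in size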
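Quantitative HTS by FP: 0.6 uM TRb LBD, 20 nM labeled SRC2 20-mer, 1 uM T3, 5% DMSO; 5 hr ambient incubation; % activity per concentration and potencies from concentration series.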
SMN2 splice up: increases expression of the SMN2 splice variant. HEK293 SMN2-luciferase splicing reporter, luminescence, 30-36 h. Potency, µM (series often up to 46.1 µM), for the others: at the top dose activity change, positive = activation, hits mostly activators. hit rate 2.8% among 210,000; further: % of control where 0% means no effect; nearly all actives have a fitted effect of over 55% in size
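HEK293 cells carry an SMN2 minigene-luciferase reporter in which exon 7 inclusion puts luciferase in frame. Cells were seeded at 2000 cells/well, attached for 10-12 hours, then exposed to compounds for 30-36 hours at 37C before ONE-Glo luminescence.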
GoLoco inh red: RGS12 GoLoco-Gai1 interaction inhibition; hit rate 0.44% among 230,000; Potency, µM (highest dose often 61.6 µM), without a hit: at the top dose activity, negative = inhibition, most hits filed as inhibitors; Gai1:RGS12 GoLoco peptide FP, rhodamine, 10 min; active means well fitted inhibition curve with a large enough effect, not every such curve was filed as active; inactive means no such curve, though single readings can be large or run the other way; further: on the % scale 0 is the no-effect control and ±100 the full control effect; nearly all actives have a fitted effect of over 30% in size; many of its hits are not listed in these tables
Target sequence (P63096 whole entry, looked up): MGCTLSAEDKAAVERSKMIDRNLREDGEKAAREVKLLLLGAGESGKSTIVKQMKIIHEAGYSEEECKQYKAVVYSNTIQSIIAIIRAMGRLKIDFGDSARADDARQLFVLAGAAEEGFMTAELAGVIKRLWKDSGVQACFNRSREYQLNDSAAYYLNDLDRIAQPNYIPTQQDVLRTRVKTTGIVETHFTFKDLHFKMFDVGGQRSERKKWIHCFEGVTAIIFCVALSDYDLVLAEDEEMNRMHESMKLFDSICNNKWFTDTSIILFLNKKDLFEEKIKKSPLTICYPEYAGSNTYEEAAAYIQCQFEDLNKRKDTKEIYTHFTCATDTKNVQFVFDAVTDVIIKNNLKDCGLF
LMNA splice mod: changes lamin A minigene splicing in HeLa cells. HeLa LMNA splicing GFP/RFP minigene ratio, 48 h. Potency, µM (top dose mostly 46.1 µM), without a hit: at the highest dose ratio change, negative = inhibition, hits mostly inhibitors. hit rate 0.01% among 200,000; active means well fitted inhibition curve with a large enough effect in the signal ratio, with a control signal flat, not every such curve was filed as active; inconclusive means small, poorly fitted or top-dose-only effect, or effect the other way, or a change in a side signal; the % refers to the signal ratio; further: on the % scale 0 is the no-effect control and ±100 the full control effect
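S3 HeLa stable clones carrying a lamin A-EGFP splicing minigene plus DsRed2 were seeded at 600 cells/well in Opti-MEM with 2% FBS, pin-dosed and incubated 48 h at 37°C. Acumen cytometry (488 nm) gave the GFP/RFP total-intensity ratio.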
ALDH1A1 block: blocks purified human ALDH1A1 activity | P00352 | Purified ALDH1A1, NADH fluorescence, propionaldehyde substrate | Potency, µM (doses to about 75.3 µM), without a hit: at the highest dose activity, negative = inhibition, hits mostly inhibitors | hit rate 7.3% among 220,000; active means well fitted inhibition curve with a large enough effect, not every such curve was filed as active; inconclusive means small, poorly fitted or top-dose-only effect, or another doubt; inactive means no such curve, though single readings can be large or run the other way;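 further: plate controls were no enzyme wells and a reference inhibitor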
Target sequence (P00352 whole entry, looked up): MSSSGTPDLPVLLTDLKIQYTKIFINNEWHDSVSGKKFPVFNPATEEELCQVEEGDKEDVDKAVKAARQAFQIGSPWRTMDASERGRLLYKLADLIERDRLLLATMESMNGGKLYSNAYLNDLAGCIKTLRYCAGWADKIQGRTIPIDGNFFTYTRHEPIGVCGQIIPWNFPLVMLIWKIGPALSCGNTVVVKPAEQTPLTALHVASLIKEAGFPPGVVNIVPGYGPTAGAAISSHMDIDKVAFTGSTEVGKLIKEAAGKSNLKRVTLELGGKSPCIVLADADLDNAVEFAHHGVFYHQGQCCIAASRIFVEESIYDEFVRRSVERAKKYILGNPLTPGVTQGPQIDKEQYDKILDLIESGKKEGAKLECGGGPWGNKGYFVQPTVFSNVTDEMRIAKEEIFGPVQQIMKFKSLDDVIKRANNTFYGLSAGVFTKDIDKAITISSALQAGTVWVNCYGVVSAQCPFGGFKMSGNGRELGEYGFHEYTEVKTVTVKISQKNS
TR SRC2 fluor cs: counter-screen for TRb-SRC2 inhibitors: fluorescence interference | TRb/SRC2 Texas Red total fluorescence interference | hit rate 0.29% among 280,000 | Potency, µM (doses to about 106 µM), without a hit: top-dose fluorescence change, negative = quenching | AID 1479; active means well fitted curve in either direction with a large enough effect; inconclusive means small, poorly fitted or top-dose-only effect; further: on the % scale 0 is the no-effect control and ±100 the full control effect
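Human TRb ligand-binding domain at 0.6 uM with 20 nM Texas Red SRC2 peptide in Tris buffer containing 1 uM T3 and 5% DMSO, incubated with compound 5 h at ambient temperature. Total fluorescence (555/632 nm) calculated as parallel + 2 × perpendicular.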
RECQ1 helicase: RECQ1 (human) helicase inhibition; Potency, µM (doses to about 57.3 µM), inactives show at the top dose activity, negative = inhibition, usual class: inhibitors; AID 2549; P46063; RECQ1 DNA unwinding, red fluorescence kinetic read; hit rate 0.54% among 240,000;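 further: plate controls were vehicle for no effect and no enzyme for full effect; nearly all actives have a fitted effect of over 30% in size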
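50 nM RECQ1T1 preincubated 15 min with compound in Tris pH 8.0 buffer with MgCl2, DTT, Tween-20 and 2.5 ug/ml poly(dI-dC); started with 200 nM TAMRA/BHQ-2 forked duplex and 2 mM ATP. Unwinding read as fluorescence (525/598 nm), two reads 2 h apart.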
KDM4E inh: blocks human JMJD2E demethylase activity; Potency, µM (titrated, usually from 57.1 µM), for inactives: at the highest dose activity change, negative = inhibition, actives largely listed as inhibitors; JMJD2E catalytic domain, FDH-coupled NADH fluorescence (FDH is formaldehyde dehydrogenase); hit rate 1.6% among 230,000; AID 2147; B2RXH2; active means well fitted inhibition curve with a large enough effect, not every such curve was filed as active; inconclusive means small, poorly fitted or top-dose-only effect, or another doubt; inactive means no such curve, though single readings can be large or run the other way;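 further: 0% = wells with enzyme and -100% = buffer wells without enzyme; nearly all actives have a fitted effect of over 50% in size; many of its hits are not listed in these tables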
* marks the source's active call; other numbers are inactive results; i = inactive; ? = inconclusive; · = not tested or not shown; & = joins results of further samples; [ ] = remark or other dose. Unless noted, the call rests on the fitted dose curve; in most records, active means well fitted curve in the direction sought with a large enough effect; inconclusive means small, poorly fitted or top-dose-only effect, or another doubt; inactive means no such curve, though single readings can be large; an effect the other way counts as inactive or inconclusive. Potency means the concentration at half of the fitted maximal effect. Some of the compounds tested, so the mix of outcomes need not match the whole.

Order of results: TRb-SRC2 inh	SMN2 splice up	GoLoco inh red	LMNA splice mod	ALDH1A1 block	TR SRC2 fluor cs	RECQ1 helicase	KDM4E inh
O=S(=O)(c1ccc(S(=O)(=O)N2CCCC2)cc1)N1CCCCCC1
  -6%	-8%	-2%	2%	9%	1%	-3%	10%
COc1ccc(CCNC(=O)COc2ccc(N(C)S(=O)(=O)c3ccc(Cl)cc3)cc2)cc1
  2%	-43%[inhibitor]	1%	·	9%	4%	-9%	-5%
COc1cccc(NC(=O)CN(c2ccc3c(c2)OCO3)S(C)(=O)=O)c1
  3%	·	11%	·	5%	4%	4%	0%
CCOC(=O)Cc1csc(NC(NC(=O)CC)(C(F)(F)F)C(F)(F)F)n1
  -1%	-7%	15%	1%	9%	5%	i	7%
COc1ccc(-c2noc(CN3CCCCC3)n2)cc1OC
  0%	13%	2%	10%	1%	-2%	-16%	3%
COc1ccc2cc3cc(C(=O)NCCc4ccc(OC)c(OC)c4)oc3nc2c1
  -20%	-32%[inhibitor]	15%	11%	?	-2%	-5%	?
CC(C)N1CCN(Cc2ccoc2)CC1CCO (stereo not drawn)
  -1%[53 µM]	·	-1%	·	-1%	-4%[53 µM]	i	0%
Cc1cccc(C(=O)NC(NCc2ccco2)C(Cl)(Cl)Cl)c1 (stereo not drawn)
  -7%	?	5%	0%	-6%	-2%	-3%	2%
O=C(C(=O)N1CCCc2ccccc21)c1c[nH]c2ccccc12
  -2%	-17%	-7%	5%	?	-3%	-18%	6%
COC1CCCCC1Nc1cccc(SC)c1 (stereo not drawn)
  -1%	-12%	-12%	17%	8%	4%	1%	4%
CC(CCc1ccccc1)NC(=O)C1CCN(S(=O)(=O)N2CCOCC2)CC1 (stereo not drawn)
  -4%	-13%	10%	?	?	-1%	10%	0%
CCCCCCC(=O)N/N=C/c1ccco1
  -2%	19%	2%	1%	8%	-2%	-12%	-7%
O=C(CS(=O)(=O)c1cccc(C(F)(F)F)c1)Nc1ccccc1Cl
  0%	-12%	-1%	13%	10%	-2%	?	3%
COc1c(N2CCNC(C)C2)c(F)cc2c(=O)c(C(=O)O)cn(C3CC3)c12 (stereo not drawn)
  1%	-6%	-2%	·	?	-2%	18%	?
O=C(Nc1ccc(-c2nc3ncccc3o2)cc1)c1ccco1
  2%	?	17%	0%	?	1%	-12%	?
CCOc1ccc(CN(CCO)CCO)cc1[N+](=O)[O-]
  4%	-11%	10%	10%	7%	-3%	-1%	6%
COc1ccc(NC(=O)CCC(=O)c2cccs2)cc1S(=O)(=O)Nc1ccccc1Cl
  4%[53 µM]	-22%	7%	?	-7%	-1%[53 µM]	0%	-1%
COC(=O)/C(C#N)=C/c1c(Oc2cc(C)cc(C)c2)nc2ccccn2c1=O
  -1%	·	8%	·	·	0%	-2%	2%
COc1ccc(CCNc2ccc(C(CC(N)=O)NC(=O)Cc3ccc(Br)cc3)cc2[N+](=O)[O-])cc1 (stereo not drawn)
  -6%	·	0%	·	·	-2%	1%	-17%
O=C(O)c1cccc(S(=O)(=O)Nc2cccc(S(=O)(=O)N3CCCCCC3)c2)c1
  -1%	·	1%	·	-16%	-1%	0%	19%
CC(=O)Nc1ccc(-c2csc(Nc3ncccn3)n2)cc1
  4%	5µM*	-3%	12%[46 µM]	6%	0%	i	4%
Cc1ccc(NC(=O)CCC(=O)NNC(=O)CCc2ccccc2)c(C)c1
  3%	-3%	13%	4%[46 µM]	-3%	0%	i	-13%
O=S(=O)(Cc1ccccc1Cl)N1CCN(Cc2ccc3c(c2)OCO3)CC1
  -1%	-5%	-7%	?	?	1%	-17%	-6%
COc1ccc(C2C(C#N)=C(N)Oc3c2sc2nc(C)cc(C)c32)cc1 (stereo not drawn)
  -11%	-25%	-3%	-2%	-1%	-4%	-13%	?
CCN1C(=O)/C(=C\N(C(C)=O)c2ccccc2)OC1=S
  -9%	17%	2%	-19%	4%	-7%	3%	-2%
CN(C)CCCN(Cc1ccccc1)C(=S)Nc1ccc(OC(F)F)cc1
  5%	·	·	?	1%	-1%	-2%	-1%
C=CCNC(=S)N/N=C/c1ccc(N(CC)Cc2ccccc2)cc1
  -1%	·	-7%	?	?	-1%	i	?
CC(=O)Nc1ccc(/C=N\NC(=O)CNS(=O)(=O)c2ccc([N+](=O)[O-])cc2)cc1
  -1%	10%	4%	-4%[46 µM]	-4%	-1%	-5%	-12%
Cc1ccc(NC(=S)NCCC(c2ccccc2)c2ccccc2)c(C)c1
  1%	-67%[inhibitor]	8%	?	?	-3%	-23%	-30%
O=C(COC(=O)c1ccc([N+](=O)[O-])o1)Nc1cccc2ccccc12
  5%	8%	0%	·	?	-1%	-21%	-12%
Cc1[nH]ccc(=O)c1OCc1ccccc1
  -10%	6%	0%	-6%	10%	1%	3%	0%
O=C(c1cccs1)N1CCC(c2nc3c(nnn3Cc3ccccc3)c(=O)[nH]2)CC1
  -9%	·	·	-4%	?	-1%	-4%	-1%
CCOC(=O)NC1(C(F)(F)F)C(=O)N(Cc2ccccn2)C2=C1C(=O)CC(C)(C)C2 (stereo not drawn)
  -2%	-20%	3%	-5%	3%	0%	-2%	-2%
CCOC(=O)c1nc(S(C)(=O)=O)ncc1Cl
  -1%	·	-11%	?	?	-4%	2%	-3%
O=C(NCCCN1CCC(Cc2ccccc2)CC1)C1CCN(S(=O)(=O)N2CCC3(CC2)OCCO3)CC1
  2%	-25%	9%	·	8%	-5%	i	1%
CCc1nnc(NC(=O)CSc2ccc(-c3nc4ccccc4[nH]3)cn2)s1
  -6%	?	8%	-5%	?	0%	-14%	?
Cc1c2cnn(CC(=O)N3CCN(c4ncccn4)CC3)c(=O)c2c(C)n1Cc1ccc(F)cc1
  4%	-17%	-1%	-6%	4%	0%	-11%	-12%
CN1CCN(C2=C(Cl)C(=O)C(c3cnc(N4CCCCC4)s3)=C(Cl)C2=O)CC1
  -10%	8%	5%	-14%	5%	1%	i	3%
COC(=O)c1ccn(C(=O)c2ccc(Cl)cc2)n1
  -7%	0%	-1%	8%	10%	0%	2%	-3%
O=C1/C(=C/c2ccco2)Cc2ccccc21
  -5%	-1%	14%	-9%	?	-3%	-3%	?
COc1ccc(NC(=O)c2ccco2)cc1NC(=O)c1ccco1
  -2%	-14%	-6%	-1%	4%	0%	0%	8%
CC(C)=CCC/C(C)=C/COc1ccc2ccc(=O)oc2c1
  1%&-1%&2%&0%	-22%	3%&1%&4%	·	?	0%&2%&-1%&0%	3%&10%&-13%	?
CC(C(=O)NC1CCCCCC1)N(c1ccccc1)S(C)(=O)=O (stereo not drawn)
  -20%	-15%	8%	13%	-2%	-2%	-3%	-4%
CC1(C)CC2(CC(c3ccccc3)Oc3cc(O)ccc32)NC(=S)N1 (stereo not drawn)
  -4%	-3%	6%	-2%	10%	5%	-2%	-22%
CCOC(=O)C(=CNc1ccc(OC)cc1[N+](=O)[O-])C(=O)OCC
  1%	·	5%	?	-7%	-3%	-10%	-14%
NS(=O)(=O)c1ccc(CCNC(=O)c2ccc(S(=O)(=O)N3CCCCC3)cc2)cc1
  0%	-14%	21%	-6%	?	0%	-4%	1%
O=C(CCCOc1ccccc1)NC(=S)Nc1ccccc1
  -6%	19%	46%[activator]	?	10µM*	-3%	i	-2%
COc1ccc(CNC(=S)N/N=C/c2ccncc2)cc1
  1%	20%	0%	-6%	?	-3%	-7%	8%
COc1ccc(-c2[nH]ncc2/C=N\NS(=O)(=O)c2ccccc2)cc1OC
  0%	-17%	1%	8%	-12%	0%	17%	3%
CC/C(=N/Nc1ccc(Cl)cc1)c1cnnc(SC)n1
  2%	2%	10%	-3%	10µM*	-2%	2%	-3%
CC(C)/C=C1\CC/C(=C\c2cccnc2)C1=O
  -3%	-34%[inhibitor]	2%	·	?	0%	-7%	6%
CC1(C)Cc2c(c(-c3ccccc3)nc(N3CCOCC3)c2C(N)=O)CO1
  8%	3%	-4%	12%	-4%	-3%	-8%	9%
N#Cc1c(/N=C/c2cccnc2)sc2c1CCCC2
  4%	·	3%	·	·	-3%	24%	-3%
O=C(NCCCn1ccnc1)c1ccc(N2CCCCCC2)c([N+](=O)[O-])c1
  3%	-59%[inhibitor]	3%	4%[46 µM]	?	-1%	-6%	5%
COc1ccc(-n2c3c(cc(C(=O)N4CCN(CCO)CC4)c2=O)C(=O)CC(C)(C)C3)cc1
  6%	11%	6%	1%	4%	-1%	i	-17%
COc1ccc(CC(=O)OCC(=O)NC(=O)NC2CCCCC2)cc1
  -6%	5%	-2%	-6%	?	-2%	-1%	1%
CC(C)(C)S(=O)(=O)c1cnc2c(-c3ccc(F)cc3)cnn2c1N
  0%	-21%	-6%	0%	32%[activator]	0%	?	-6%
COc1ccc(OC)c(C(=O)COC(=O)CNC(=O)C2CCCCC2)c1
  12%	26%	12%	2%	-5%	1%	i	6%
CC(=O)c1c(C)oc2ccc(NS(=O)(=O)c3cccs3)cc12
  -6%	·	1%	-4%[46 µM]	-14%	-2%	i	-17%
Cc1cccc(NN=C2c3ccccc3-c3ccccc32)c1
  -5%	-5%	4%	-8%	?	0%	1%	-5%
O=[N+]([O-])/C(C(Cl)=C(Cl)Cl)=C1\Nc2ccccc2O1
  5%	·	2%	·	·	0%	-8%	?
CCOC(=O)C1CCCN(C(=O)c2sc3nc(C)nc(N4CCOCC4)c3c2C)C1 (stereo not drawn)
  -2%	4%	9%	3%	-14%	-4%	i	-22%
CCCCN(CCCC)C(=O)c1sc2nc(N3CCOCC3)c3c(c2c1N)CCCC3
  1%	·	-9%	·	·	-1%	-5%	?
